# NSD2 inh: blocks human histone methyltransferase NSD2. inhibition, % at 12.5 µM. actives 0.54% (n = 310,000). NSD2 peptide methylation, AlphaScreen, 120 min; in the data active = inhibition above about 50%
# V-ATPase pHluor: regulators of yeast V-ATPase proton transport | S. cerevisiae, pHLuorin cytosolic pH fluorescence | response, % at 10 µM | actives 0.37% (n = 350,000); in the data active = response mostly above about 7.3%, no sharp cut-off; inactive = mostly below about 5.4%; note: actives read high; inactives centre near 0; some compounds called inactive have numbers as strong as hits; reference of the scale not given here
# SR-BI HDL uptake: blocks mouse SR-BI lipid uptake from DiI-HDL; ldlA[mSR-BI] CHO cells, DiI-HDL uptake fluorescence, 3 h; actives 0.96% (n = 320,000); inhibition, % at 12.5 µM; Q61009;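 active = mean replicate inhibition of at least 70% and a set share of replicates each scoring 70 or more; inconclusive = meets just one of the two criteria; inactive = fails both criteria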;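 note: 0% = median of neutral control wells and 100% = median of positive control wells; values of inactives mirror those of a sister screen read the other way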
# CDK5 p35 inh: inhibitors of human CDK5/p35 kinase. Recombinant CDK5/p35, ADP-Glo luminescence, 60 min. inhibition, % at 10 µM. actives 0.01% (n = 330,000). AID 488839;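 active = highest replicate inhibition of at least 50% and at least 75% of replicates reaching 50%; inconclusive = only one of the two criteria met; inactive = both criteria failed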;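 note: plate controls were DMSO neutral control for no effect and GW8510 at 10 µM for full effect; many of its hits are not listed in these tables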
# Target sequence (Q00535 whole entry, looked up): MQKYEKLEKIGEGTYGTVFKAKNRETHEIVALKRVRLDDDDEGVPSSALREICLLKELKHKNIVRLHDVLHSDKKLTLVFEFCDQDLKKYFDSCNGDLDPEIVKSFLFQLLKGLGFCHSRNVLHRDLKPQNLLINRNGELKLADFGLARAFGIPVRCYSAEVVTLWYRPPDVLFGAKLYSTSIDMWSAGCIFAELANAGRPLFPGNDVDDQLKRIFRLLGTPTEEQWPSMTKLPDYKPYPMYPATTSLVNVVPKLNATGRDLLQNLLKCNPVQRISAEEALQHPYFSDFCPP
# Target sequence (Q15078 whole entry, looked up): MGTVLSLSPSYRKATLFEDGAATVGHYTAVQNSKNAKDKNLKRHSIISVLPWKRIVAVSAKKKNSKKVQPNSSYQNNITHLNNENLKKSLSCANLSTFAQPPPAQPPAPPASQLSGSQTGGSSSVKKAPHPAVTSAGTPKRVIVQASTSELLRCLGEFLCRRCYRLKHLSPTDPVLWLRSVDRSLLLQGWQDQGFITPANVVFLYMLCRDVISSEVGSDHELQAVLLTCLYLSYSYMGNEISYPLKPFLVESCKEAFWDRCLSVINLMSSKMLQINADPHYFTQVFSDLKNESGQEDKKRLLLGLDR
# dFosB activator: activators of mouse delta FosB homodimer; P13346; purified delta FosB, TAMRA-CDK5 oligo fluorescence polarization; percent of positive-control signal above neutral wells; activation, % at 25 µM; actives 0.99% (n = 340,000); AID 493131;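 active = mean activation above about 17%, with every replicate also reaching it, limit read from the data, passing the limit was not always enough; inconclusive = only one of the two conditions met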;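 note: fluorescence polarization rise as delta FosB binds a TAMRA Cdk5 AP-1 oligo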
# HTR5A inv ctr: inverse agonist of human HTR5A in OPRM1-OPRD1 counter-screen | P47898 | HTR5A cell line, luminescence, inverse agonism | inhibition, % at 9.3 µM | actives 0.083% (n = 340,000); in the data active = inhibition mostly above about 23%, no sharp cut-off; inactive = mostly below about 18%;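 note: 0% = cells with DMSO and 100% = no-cell wells with DMSO; some compounds called inactive have numbers as strong as hits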
# Target sequence (P47898 whole entry, looked up): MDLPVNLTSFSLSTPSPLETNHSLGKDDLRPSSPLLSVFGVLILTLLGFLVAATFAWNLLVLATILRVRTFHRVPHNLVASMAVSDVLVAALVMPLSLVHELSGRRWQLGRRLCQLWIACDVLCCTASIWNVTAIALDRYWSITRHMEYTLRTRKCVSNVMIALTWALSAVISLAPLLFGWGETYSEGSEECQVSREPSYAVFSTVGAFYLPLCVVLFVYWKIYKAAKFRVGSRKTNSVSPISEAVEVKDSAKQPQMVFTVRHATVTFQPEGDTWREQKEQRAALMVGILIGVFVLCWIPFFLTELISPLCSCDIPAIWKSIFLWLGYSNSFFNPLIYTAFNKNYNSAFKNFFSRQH
# HTR5A ag ctr: counter-screen for OPRM1-OPRD1 agonists: human HTR5A agonism; HTR5A agonist assay, luminescence, cell-based; activation, % at 9.3 µM; actives 0.61% (n = 340,000); in the data active = activation mostly above about 9.5%, no sharp cut-off; inactive = mostly below about 7.6%;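 note: 0% = cells with vehicle only and 100% = reference agonist; strong numbers were not always called active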
# Wnt act: activates Wnt/beta-catenin signaling in a reporter cell assay. activator, plate reader. activation, % at 9.35 µM. actives 1.2% (n = 300,000). AID 743398; in the data active = activation above about 30%, passing the limit was not always enough; inconclusive = no clear call, values can overlap the other calls;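 note: 0% = neutral control wells and 100% = positive control wells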
# MITF act: MITF TRPM1 promoter activation in melanoma cells | AID 588334 | actives 0.75% (n = 300,000) | activation, % at 12.5 µM | SK-MEL-5 TRPM1-promoter luciferase, 24 h; % of positive control, neutral wells = 0;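 active = mean activation of at least 80% with every replicate also reaching 80%; inconclusive = mean reaches 80% but some replicate falls short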;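 note: 0% = neutral control wells and 100% = parthenolide positive control wells; values of inactives mirror those of a sister screen read the other way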
# PvdQ inh: P. aeruginosa PvdQ acylase inhibition | purified PvdQ acylase, fluorescence plate reader | inhibition, % at 10 µM | actives 0.063% (n = 340,000) | AID 488965; in the data active = inhibition above about 30%, passing the limit was not always enough; inconclusive = no clear call, values can overlap the other calls;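 note: 0% = vehicle neutral wells and 100% = reference inhibitor wells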
# An asterisk follows results filed as active; ? = inconclusive; / = no result given.
SMILES,NSD2 inh,V-ATPase pHluor,SR-BI HDL uptake,CDK5 p35 inh,dFosB activator,HTR5A inv ctr,HTR5A ag ctr,Wnt act,MITF act,PvdQ inh
Nc1n[nH]c2c1C1(CCCC1)Cc1ccccc1-2,/,0,-26,1.0,13,1,0,/,0,-6
Cn1ccnc1C(O)(c1ccccc1)c1nccn1C,-1,3,/,-2.0,-11,-14,4,4,17,-14
Cc1cc(-c2csc(N)n2)c(C)n1-c1ccccc1,1,-3,33,0.6,?,5,1,-2,20,0
COc1ccc(-c2nnc(SCC(=O)Oc3ccc(C)cc3)o2)cc1,-1,1,-2,-0.5,4,19,-1,/,/,-8
CCOC(=O)C1CCC(CNCc2ccccc2C)CC1 (stereo not drawn),-1,-2,5,1.7,-2,-8,4,-2,18,-10
COc1ccc(C)cc1NC(=O)c1ccc(N(C)S(C)(=O)=O)cc1,0,5,11,-1.3,-3,-14,-3,-3,6,12
CC(NC(=O)CN1C(=O)c2ccccc2C1=O)c1ccccc1 (stereo not drawn),1,4,-21,-2.2,3,5,-1,0,-4,-1
CCn1c(SCC(=O)OC)nnc1-c1ccccc1,-3,1,-8,-0.7,0,-2,1,2,7,3
CC(C)N1CCc2c(sc(NC(=O)c3nc4ccccc4s3)c2C(N)=O)C1,2,-3,2,3.3,-29,3,-1,0,7,-7
CC(C)(C)OC(=O)NCCCCCNC(=O)c1[nH]cnc1C(=O)N[C@@H](CCCCNC(=O)OC(C)(C)C)C(=O)OC(C)(C)C,/,-1,-20,-0.9,5,-21,8,/,-3,-1
CN(CCCN1CCOCC1)C(=O)c1cc(COc2c(F)cccc2F)on1,0,2,-32,-2.1,-1,5,-2,-2,8,-5
COc1ccc(C(C)(C)C)cc1NC(=O)c1ccccc1-n1cnnn1,-1,-3,13,-2.3,-9,11,-2,-5,3,-4
CCc1cc(-c2n[nH]c(=S)n2CC(C)C)cs1,1,5,9,3.3,-2,3,-2,-3,-10,-9
O=C(Nc1ccc(Cn2cccn2)cc1)c1ccc(COc2ccc(Br)cc2)cc1,-4,2,29,-1.5,3,-22,1,/,3,0
CC(C)(C)OC(=O)N1Cc2ccccc2C[C@H]1C(=O)NCC(=O)NC1CCCC1,/,1,-8,0.1,-7,-9,3,-2,2,11
COc1ccc(/C=C/C(=O)N2CCN(c3ccccc3)CC2)cc1S(=O)(=O)N1CCOCC1,-1,-3,57,-4.2,-10,-3,1,6,-3,-12
O=C(c1ccc(S(=O)(=O)Nc2ccccc2)cc1)N1CCCCCCC1,0,1,0,-2.0,-4,-4,2,1,3,8
O=C(Nc1cccc(Cl)c1Cl)C1CCN(C(=O)c2cccs2)CC1,2,-3,/,0.4,-10,-16,5,0,/,-13
COc1ccc2oc(C(=O)N3CCN(C(=O)c4ccco4)CC3)c(C)c2c1,1,-2,11,0.4,-6,5,-2,-2,-10,-11
Cc1ccccc1OCC(=O)Nc1nnc(COc2ccccc2)s1,-3,1,11,-2.5,8,1,0,1,-9,-18

# A draw from above in order of number of heavy atoms, highest first:
SMILES,NSD2 inh,V-ATPase pHluor,SR-BI HDL uptake,CDK5 p35 inh,dFosB activator,HTR5A inv ctr,HTR5A ag ctr,Wnt act,MITF act,PvdQ inh
O=C(Nc1ccc(Cn2cccn2)cc1)c1ccc(COc2ccc(Br)cc2)cc1,-4,2,29,-1.5,3,-22,1,/,3,0
CC(C)(C)OC(=O)N1Cc2ccccc2C[C@H]1C(=O)NCC(=O)NC1CCCC1,/,1,-8,0.1,-7,-9,3,-2,2,11
CN(CCCN1CCOCC1)C(=O)c1cc(COc2c(F)cccc2F)on1,0,2,-32,-2.1,-1,5,-2,-2,8,-5

# (further entries)
SMILES,NSD2 inh,V-ATPase pHluor,SR-BI HDL uptake,CDK5 p35 inh,dFosB activator,HTR5A inv ctr,HTR5A ag ctr,Wnt act,MITF act,PvdQ inh
COc1ccccc1NNC(=O)c1cccnc1Oc1ccccc1,4,5,-20,0.7,-6,8,-1,-2,-2,-18
CCCc1cc(=O)oc2c(C)c(OCC(=O)NCCCn3ccnc3)ccc12,-1,0,-1,-1.2,-19,-13,1,-1,-7,-3
Cn1c(=O)oc2cc(S(=O)(=O)N3CCN(Cc4ccc5c(c4)OCO5)CC3)ccc21,-5,-3,-7,-1.2,-2,12,-4,/,/,-3
Cc1ccccc1CN(c1ccc(C(=O)N/N=C/c2ccc(OCC(N)=O)cc2)cc1)S(C)(=O)=O,0,-1,10,-0.6,-2,0,0,/,0,8
O=C(COC(=O)c1ccc(Cl)nc1)Nc1ncc(Cl)cc1Cl,-8,0,11,-0.2,-8,-1,-3,-2,11,-16
O=C(NCc1ccc(Cl)cc1)c1ccc2ccccc2n1,-14,2,/,0.2,-5,2,-1,1,13,-11
O/N=C/c1cc(Br)ccc1OCc1ccccc1F,0,-1,/,0.2,-6,-19,5,27,15,1
CC1=C(C)CC(C(=O)Nc2nc(C)cs2)C(C(=O)O)C1 (stereo not drawn),-1,1,-16,1.2,-4,1,7,2,/,-12
COc1ccc(C(=O)COC(=O)CCN2C(=O)[C@@H]3[C@H](C2=O)[C@@H]2C[C@H]3C(Br)C2Br)cc1 (stereo partly drawn),-2,1,4,0.3,-3,-7,2,/,-5,-6
CC1CCCC(NC(=O)CCS(=O)(=O)c2ccc3c(c2)NC(=O)CS3)C1C (stereo not drawn),0,4,-19,0.8,-13,11,-2,-2,7,-7
O=C(Nc1cccc(-c2nc3ccccc3[nH]2)c1)c1ccccn1,-1,4,/,-4.9,-31,-4,2,0,7,-14
O=C(Nc1nc2c(s1)CCCC2)c1cc2n(n1)C(C(F)(F)F)CC(C1CC1)N2 (stereo not drawn),/,6,63,-1.6,-6,-2,1,/,45,-1
Cc1nn(Cc2ccc(Cl)cc2)c(Cl)c1/C=N/NC(=O)CNc1ccccc1F,-1,-1,19,1.6,20*,-17,2,/,19,-19
Cc1nc(SCC(=O)N2CCN(c3ccccc3)CC2)n[nH]1,2,-4,/,0.1,-5,-15,5,-1,/,4
CN(C(=O)COC(=O)c1cc(S(=O)(=O)N2CCOCC2)c(Cl)cc1Cl)C1CCS(=O)(=O)C1 (stereo not drawn),2,-1,-5,-0.2,0,2,10,-12,6,-5
CC(C)c1c(O)cc(-c2ccncc2)n(-c2ccc(Cl)cc2)c1=O,-2,2,-21,0.6,4,7,-3,/,-1,-3
Cc1ccc2oc(=O)c3cnn(CC(=O)NCCN(C)C)c3c2c1,/,3,-25,-0.2,-7,-19,2,-1,-8,-2
Cc1ncsc1C(=O)Nc1nc2c(s1)CCCC2,10,3,3,-1.4,-3,14,-4,24,7,-13
O=C(NC1CCCCCC1)c1ccc(S(=O)(=O)NCc2ccco2)cc1,-1,-6,24,-0.4,-3,-5,0,/,3,-3
CCc1ccccc1N1C(=O)C2CC(C)=C(C)CC2C1=O (stereo not drawn),0,3,-7,-2.7,-3,-4,2,/,0,-32
CCn1nc(C)cc1C(=O)n1nc(C)c(Sc2ncccn2)c1C,-2,1,8,-0.8,-4,7,-3,3,1,-5
N#Cc1ccccc1S(=O)(=O)N1CCN(c2ccc(S(=O)(=O)N3CCOCC3)cn2)CC1,-2,8,3,2.4,1,-15,12,-5,1,11
CC(C)CSc1nc2ccccc2n1CC(=O)O,-4,3,-28,0.3,4,-19,-15,-1,-7,24
O=C(Cc1ccc(-c2ccccc2)cc1)N1CCOCC1,-3,3,-33,-0.1,-1,-4,1,/,/,-2
COC(=O)C1CCN(C2CC(=O)N(c3cc(C)cc(C)c3)C2=O)CC1 (stereo not drawn),-1,-5,-14,-1.7,-8,4,-2,-4,2,36*
O=C(Cc1cccc(NC(=O)C2CCCN(C(=O)c3ccccc3)C2)c1)Nc1cccc(C(=O)N2CCCCC2)c1 (stereo not drawn),/,0,7,0.4,1,0,0,-2,-1,-10
O=[N+]([O-])c1cccc(-c2ccc(SCc3ccccn3)nn2)c1,/,4,10,-3.3,-9,9,-4,-1,75,-26
Cc1ccc(N(CC(=O)NC2CCCC2)C(=O)CNC(=O)c2cccs2)cc1F,-2,-3,8,-0.2,0,-13,5,-2,-5,5
COc1ccc(NC(=S)N2CCc3ccccc32)cc1OC,5,2,13,0.7,-4,-18,3,9,9,-11
CCn1c(SCC(=O)NC(=O)Nc2ccc3c(c2)OCCO3)nnc1-c1cccs1,-2,7,17,-3.2,-5,-13,-6,/,/,-10
C/C(=N\NC(=S)NC(C)C)c1ccc(Cl)c([N+](=O)[O-])c1,/,3,/,-0.7,-9,5,1,-2,-4,-7
CC(=O)c1cc(-c2ccc(F)cc2)n(CCC(=O)Nc2cccc(C)n2)c1C,-5,-3,47,-2.4,-1,0,0,-2,0,-17
Cc1ccc(S(=O)(=O)N(C)c2ccc(OC(=O)c3ccc(=O)[nH]c3)cc2)cc1,0,3,-1,0.9,-9,10,-1,-2,-9,3
C=CCNc1nc(Nc2ccc(Cl)cc2)nc(OC)n1,-5,-3,25,-1.9,-6,-1,0,22,14,0
CCOC(=O)c1cccnc1SCC(=O)NCc1ccccc1,7,4,-23,-0.6,-4,10,0,-4,11,-14
COc1ccc(C(=O)NCCN2CCOCC2)cc1[N+](=O)[O-],-3,-6,/,-1.4,-4,-14,5,0,-4,-9
Cc1nn(C)cc1NC(=O)CCSc1nc(-c2ccco2)cc(C(F)(F)F)n1,0,-1,31,-0.5,-6,-18,3,/,2,-12
COC(=O)c1sc(N2CCCCC2)c(C#N)c1N,0,3,15,1.1,-5,2,-2,6,17,-3
S=c1nc(Cc2ccc(Cl)cc2)[nH]c2ccccc12,1,-1,-7,0.0,6,/,/,-1,4,-1
CCOC(=O)C1CCCN(Cc2ccccc2F)C1 (stereo not drawn),1,-5,-2,-1.2,5,13,6,/,-3,0
c1ccc(-n2cnc3ccccc32)cc1,-3,1,-21,0.8,2,-9,2,3,22,-15
Cc1ccc(-c2csc3nc4ccc(C(=O)NCCO)cc4c(=O)n23)cc1,/,-6,-3,-1.3,-29,11,6,-2,6,-12
CCOC(=O)N1CCN(c2ncnc3c2[nH]c2ccc(F)cc23)CC1,-3,-3,-7,-0.4,-7,17,7,-5,-52,-13
C=CCC1(NC(C)c2ccccc2)CCCCC1 (stereo not drawn),-3,1,-12,0.1,7,-38,2,-2,-2,16
CC(C)(C)c1ccc(S(=O)(=O)N2CCSC2)cc1,-1,1,3,1.1,3,-20,12,/,11,7
O=C1CN(c2ccccc2F)C(=O)CN1c1ccccc1F,-4,-3,-32,-1.1,-4,-4,2,/,-9,0
CCc1ccccc1NC(=O)CSc1nc2ccccc2n1CC(=O)N(C)C,3,2,-32,1.4,-6,/,/,-1,6,-2
Cc1ccc(-c2cc(C(F)F)n3ncc(C(=O)N4CCN(c5cccc(C)c5C)CC4)c3n2)cc1,-1,0,46,0.2,-15,-49,-1,/,-1,-11
CC(=O)c1sc(NC(=O)c2ccc3c(c2)OCO3)nc1C,-1,0,16,1.0,-8,-6,-3,39*,114*,-5
CN(Cc1ccccc1)C(=O)c1cccc(NC(=O)Cc2ccc(NC(=O)C3CCN(C(=O)C4CC4)CC3)cc2)c1,/,2,18,0.1,-5,10,-3,-5,5,-20
Nc1ccc(-c2nc3cc([N+](=O)[O-])ccc3o2)cc1,2,0,/,0.2,-9,24,1,44*,41,-7
O=C(Cn1cnc([N+](=O)[O-])c1)Nc1ccc(F)c(Cl)c1,-2,-3,-30,0.9,3,14,-4,24,-2,2
Nc1nc(SCc2ccc(Cl)cc2Cl)nc2nc3c(cc12)CCCC3,0,128*,8,1.8,15,8,1,-2,-4,-6
COCCN1CCC(CO)C1 (stereo not drawn),3,3,-15,-1.4,-3,6,-2,-4,-7,-3

# Rows were taken by chance. About 5% of those tested had a hit in this group.
